TbREL1 primary – TbREL1 RNA ligase inhibitors, primary screen, biochemical, FRET fluorescence. RNA-editing ligase 1, mitochondrial (Trypanosoma brucei brucei), P86926. TbREL1 RNA ligation. inhibition, % at 9.66 µM. 89,000 compounds, 0.49% hits. AID 1117264, 2014;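 active = inhibition above the mean inhibition across all screened compounds plus 3 SD, cut at about 11% in these data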;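 note: 0% = plate median of test wells and 100% = NSC42067 control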
Target sequence (P86926 whole entry, looked up): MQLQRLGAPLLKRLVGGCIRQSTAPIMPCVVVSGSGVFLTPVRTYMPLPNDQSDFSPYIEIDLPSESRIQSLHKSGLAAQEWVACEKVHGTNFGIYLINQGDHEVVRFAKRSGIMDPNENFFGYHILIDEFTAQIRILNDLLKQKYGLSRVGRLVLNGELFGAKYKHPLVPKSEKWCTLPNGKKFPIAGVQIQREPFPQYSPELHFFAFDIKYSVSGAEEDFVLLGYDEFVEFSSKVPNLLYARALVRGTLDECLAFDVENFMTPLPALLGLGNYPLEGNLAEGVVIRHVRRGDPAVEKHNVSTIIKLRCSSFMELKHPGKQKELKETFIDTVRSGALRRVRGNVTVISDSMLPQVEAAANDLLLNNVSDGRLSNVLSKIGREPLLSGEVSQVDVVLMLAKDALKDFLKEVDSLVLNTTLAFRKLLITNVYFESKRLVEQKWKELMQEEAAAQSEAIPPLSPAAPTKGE
* = called active by the depositor. An excerpt (hit frequency here may not be typical).

molecule | TbREL1 primary
Cc1ccc(Nc2nc(=O)c3cc([N+](=O)[O-])ccc3s2)cc1 | 1
CC(=O)Nc1cccc(NC(=O)C2CC(=O)N(C3CCCCC3)C2)c1 (stereo not drawn) | 2
Cc1onc(-c2ccccc2Cl)c1C(=O)Oc1cc(N)n(S(=O)(=O)c2ccc(F)cc2)n1 | 1
O=C1CN(C(=O)c2ccc(Br)o2)C(c2ccccc2)c2cc(Br)ccc2N1 (stereo not drawn) | -4
O=C(C[C@H]1C/C=C\CCCC(=O)OC[C@H]2CCCN2C1=O)NCCO | 0
Cc1cc(C)c2c(C)[nH]nc2n1 | -1
COc1cccc(CN2CC(C(=O)NCCN3CCOCC3)CCC2=O)c1 (stereo not drawn) | 0
O=C(Nc1ccc(S(=O)(=O)Nc2nccs2)cc1)C1=NN(c2ccccc2)C(=O)CC1 | -2
Cc1ccc(-c2ccc(=O)n(CC(=O)NCCN3CCCCC3C)n2)cc1 (stereo not drawn) | 0
Cc1cc2c(cc1S(=O)(=O)NCc1ccccc1)n(C)c(=O)c(=O)n2C | 11
CN1C(=O)/C(=C/c2ccc(O)c([N+](=O)[O-])c2)N(C)C1=S | 0
CC(=O)Oc1ccc(C(=O)[C@H]2[C@H]3C(=O)N(c4ccccc4)C(=O)[C@H]3[C@@H]3C=CC=NN32)cc1 | 4
CCOC(=O)c1cccc(NC(=O)CN(C)S(=O)(=O)c2cnc[nH]2)c1 | 5
Cc1cc(OCCOCCNCc2ccccc2)ccc1C(C)C | 19*
COc1ccccc1CNC(=O)CN1C(=O)NC2(CCOc3ccccc32)C1=O (stereo not drawn) | 4
Cc1ccc(CNC(=O)CSc2ncc(C(=O)Nc3ccccc3)c(=O)n2C)cc1 | -1
S=C1NCCOCCOCCOCCN1 | -3
COC(=O)Nc1ccc(S(=O)(=O)NCCO)cc1 | 4
CCc1nnc(NC(=O)CSc2nnc(-c3ccc(S(=O)(=O)N4CCCC4)cc3)n2CC)s1 | -2
CSc1cc(-c2ccccc2)n(Cc2c(Cl)cccc2Cl)c(=O)c1C#N | 3
O=C(Cc1ccccc1)c1nc2ccccc2s1 | 3
C#CCOCCOCCOCCNc1nc(N2CCN(C(=O)[C@H](Cc3ccc(O)cc3)n3cc([C@@H](N)CC(C)C)nn3)CC2)nc(N2CCN(C(=O)[C@H](Cc3cc4ccccc4[nH]3)n3cc([C@@H](N)CC(C)C)nn3)CC2)n1 | 3
C=C(C)CSc1nc2nc(C)c(Br)cc2[nH]1 | -4
COC(=O)c1ccc2nc(C)cc(Nc3ccc(N(C)C)cc3)c2c1 | -3
O=C(/C=C/c1ccc(F)cc1)NC(=S)N1CCN(c2ccccn2)CC1 | -5
Cc1ccc(-c2cc(C(F)F)nc(N3CCC(C)CC3)n2)cc1 | 3
O=C(CN1CCOCC1)Nc1ccccc1-c1ccccc1 | 0
C=CCc1cccc2cc(C(=O)OCC(=O)c3ccccc3)c(=O)oc12 | 2
CC(C)CNc1nnnc2c1sc1nc(N3CCOCC3)c3c(c12)CC(C)(C)SC3 | 6
O=C(NC1CCCCC1)C(c1ccncc1)N(C(=O)Cn1nnc(-c2cccs2)n1)C1CCCC1 (stereo not drawn) | -2

A different layout for some results above:
O=C(/C=C/c1ccc(F)cc1)NC(=S)N1CCN(c2ccccn2)CC1
  TbREL1 primary: -5

Cc1ccc(-c2cc(C(F)F)nc(N3CCC(C)CC3)n2)cc1
  TbREL1 primary: 3

O=C(CN1CCOCC1)Nc1ccccc1-c1ccccc1
  TbREL1 primary: 0

C=CCc1cccc2cc(C(=O)OCC(=O)c3ccccc3)c(=O)oc12
  TbREL1 primary: 2

Shown as labelled records: 4 of the compounds above.
COC(=O)Nc1ccc(S(=O)(=O)NCCO)cc1
- TbREL1 primary = 4
CCc1nnc(NC(=O)CSc2nnc(-c3ccc(S(=O)(=O)N4CCCC4)cc3)n2CC)s1
- TbREL1 primary = -2
CC(=O)Oc1ccc(C(=O)[C@H]2[C@H]3C(=O)N(c4ccccc4)C(=O)[C@H]3[C@@H]3C=CC=NN32)cc1
- TbREL1 primary = 4
O=C(CN1CCOCC1)Nc1ccccc1-c1ccccc1
- TbREL1 primary = 0

Later entries:
molecule | TbREL1 primary
COc1ccc(C(=O)N(CN2CCCC2=O)c2cc(C)on2)cc1OC | 0
O=C(NCCCNC(=O)c1cnccn1)c1cccc(Cl)c1 | 5
C=CCN=C1NC(c2ccc(C(F)(F)F)cc2)C(C(=O)OC)=C(C)N1Cc1ccccc1C(F)(F)F (stereo not drawn) | 10
CCOC(=O)c1c(NC(C)=O)sc2c(OC(C)=O)cccc12 | 1
O=C(OCCCOc1ccc(F)cc1)c1ccc(O)cc1O | -2
Cc1ccc(NC(=O)CSc2nnc(-c3cnccn3)n2Cc2ccco2)cc1 | -3
OCC[C@H]1C[C@@H](O)[C@H](O)[C@]2(CCc3ccccc3CO2)O1 | 0
Cc1cc2nc(C)c(=O)n(C)c2cc1C | 7
COC(=O)C1=C(C)NC(=S)N(C(C)=O)C1c1ccccc1 (stereo not drawn) | 5
COc1ccc(CNC(=O)C[C@H]2C[C@H](C(=O)N3CCOCC3)[C@@]3(C)c4[nH]c5ccc(Cl)cc5c4CCN3C2=O)cc1OC | -3
CN(C)S(=O)(=O)c1cccc(COC(=O)CCNC(=O)c2ccc([N+](=O)[O-])cc2)c1 | 0
COc1cc(C(=O)NCC(c2cccs2)N2CCOCC2)c([N+](=O)[O-])cc1OC (stereo not drawn) | -4
COc1ccc(NC(=O)C2OCCc3ccccc32)c(OC)c1 (stereo not drawn) | -1
O=C(CN1C(=O)C2CC=CCC2C1=O)Nc1ccc(Br)cc1 (stereo not drawn) | 0
Cc1ccccc1NC(=S)N/N=C/c1ccc(O)cc1O | 10
Cc1cc(NS(=O)(=O)c2ccc(NC(=S)NC(=O)c3ccncc3)cc2)no1 | 0
C[C@@H]1COC(=O)[C@@H](Cc2ccc(F)cc2)C/C=C\C[C@@H](CC(=O)N[C@H](CO)Cc2ccccc2)C(=O)N1 | -2
CC1(C)CC(=O)c2sc(NS(=O)(=O)c3ccc([N+](=O)[O-])cc3)nc2C1 | 1
COC(=O)C1=C(C(=O)OC)[C@@H]2Nc3ccccc3[C@@]23C[C@@H](C(=O)OC)N(C(=O)CC(C)C)C3=N1 | -2
C[C@H]1CN=C(N(C)C)N1CCCC1CCCCC1 | 3
Cc1cc(C)c(N2CCN(S(=O)(=O)N3CCCCCC3)CC2)c(C)c1 | -1
CCC(C)NC(=O)c1cn(CC)c2ccc(S(=O)(=O)N3CCCCCC3)cc2c1=O (stereo not drawn) | -1
O=C(/C=C/c1ccc2c(c1)OCCO2)c1ccccc1 | 1
Cc1ccnc(NC(=O)c2ccc(OCc3c(C)noc3C)cc2)c1 | 3
Cc1ccc(C)c(NC(=O)c2ccccc2C(=O)c2ccccc2)c1 | -5
CC(C)N(C(=O)[C@H]1CC(CC(=O)NCc2ccco2)C(=O)N2CCc3c([nH]c4ccccc34)[C@]12C)C(C)C (stereo partly drawn) | -3
Cc1ccc(C(=O)OCC(=O)N2CCCCCC2)c(O)c1 | 0
CC(C)(C)c1ccc(NC(=O)C2=CN3CCS(=O)(=O)N=C3C=C2)cc1 | 4
CC1=CC(C)(C)Nc2ccc(C)cc21 | 1
CC1CCCC(NC(=O)CN2CCN(Cc3ccc(Cl)cc3)C2=O)C1C (stereo not drawn) | -2

Later entries.
molecule | TbREL1 primary
O=C(COC(=O)c1ccc(F)cc1F)Nc1cc(S(=O)(=O)N2CCOCC2)ccc1Cl | -2
CC(=O)c1ccc(OC(=O)N(c2ccccc2)c2ccccc2)cc1 | -2
Cc1sc2ncnc(NCC3(N4CCOCC4)CCCCC3)c2c1C | 2
CCCN(c1ccccc1F)S(=O)(=O)c1c[nH]c(C(=O)OC)c1 | 3
COc1ccc(NC(=O)NNC(=O)COc2ccc([N+](=O)[O-])c(C)c2)cc1OC | -1
CCCOc1ccc(N2CC(C(=O)Nc3ncccc3C)CC2=O)cc1 (stereo not drawn) | 1
COC(=O)c1cccc(C(=O)Oc2cccc(Br)c2)n1 | 0
COc1ccc(CC(=O)Nc2ccc(C(=O)O)cc2NC(=O)Cc2ccc(OC)cc2)cc1 | 3
COc1ccc(CCNC(=O)Cn2c(=O)n(CC3CCCO3)c(=O)c3cc(OC)c(OC)cc32)cc1OC (stereo not drawn) | 8
CCOc1ccc(-n2c(SCC(=O)Nc3ccc(S(=O)(=O)Nc4cc(C)nc(C)n4)cc3)nnc2-c2ccc(OC)cc2)cc1 | -4
Cc1ccc(NC(=O)C2CCCN(S(=O)(=O)c3c(C)noc3C)C2)cc1F (stereo not drawn) | 2
Cc1csc(N2CCCC2c2nc3cc(Cl)c(N4CCCCC4)cc3n2CCOCCO)n1 (stereo not drawn) | -5
Cc1ccc(S(=O)(=O)N2CCC(NC(=O)c3cccnc3)CC2)cc1Cl | 4
O=C(c1ccccc1)N1CCN(S(=O)(=O)c2cccc(NS(=O)(=O)c3ccccc3)c2)CC1 | 0
COc1ccccc1NC(=O)C1=C(C)N(c2ccccc2)C(=S)NC1c1cccc(C(F)(F)F)c1 (stereo not drawn) | -8
CCCC/S(CC1CC1(Cl)Cl)=N\S(=O)(=O)c1ccc(C)cc1 (stereo not drawn) | -6
COc1ccc(/C=N/NC(=O)C(=O)N2CCCCCC2)cc1 | -1
O=C(NCC1COc2ccccc2O1)c1ccc(Cl)c(S(=O)(=O)N2CCCC2)c1 (stereo not drawn) | 0
COc1ccc(/C=N/NC(=O)c2ccc3nc[nH]c3c2)c(OC)c1 | 2
CCOC(=O)CNS(=O)(=O)c1ccc(C(=O)O)cc1 | 1
CCCCCCNC(=O)O[C@H]1Cn2c(=O)ccc(=O)n2[C@@H]2CN(S(=O)(=O)c3ccc(C)cc3)C[C@]12O | 1
Cc1cccnc1NC(=O)c1cccc(S(=O)(=O)N2CCCc3ccccc32)c1 | 3
CCOC(=O)C(=O)Nc1ccccc1C(N)=O | -3
CCN(CCC(=O)Nc1cc([N+](=O)[O-])ccc1OC)Cc1ccccc1 | 0
COc1cccc(NC(=O)c2ccc(N3C(=O)C4CCC(C)CC4C3=O)cc2)c1 (stereo not drawn) | 1
COc1ccc(CCN/C=C2/CC(=O)NC2=O)cc1OC | -2
Cc1ccccc1-c1ncc(CN2CCN(C3CCCCC3)C(CCO)C2)cn1 (stereo not drawn) | 1
CCOC(=O)c1[nH]c2cc(OC)c(OC)cc2c1NC(=O)C(C)N1CCN(Cc2ccccc2)CC1 (stereo not drawn) | -3
O=C(CN1C(=O)c2ccccc2C1=O)NC1CCCCC1 | 5
COCCNC(=O)c1onc(CSc2ccccn2)c1C(=O)NCCOC | -1

Other records.
molecule | TbREL1 primary
COc1ccc(-n2c(=O)[nH]cc(C(=O)N3CCc4ccccc43)c2=O)cc1 | -1
O=C(NCC1CCCCC1)C1CCC(=O)N(CCc2cccc(F)c2)C1 (stereo not drawn) | -3
COc1ccc(NCN2C(=O)C3C4C=CC(C4)C3C2=O)cc1 (stereo not drawn) | -6
COC(=O)C1CCCN(C(=O)C2CCN(S(=O)(=O)c3cccc4cccnc34)CC2)C1 (stereo not drawn) | -2
COc1ccc2cc3cc(C(=O)NCC4COc5ccccc5O4)oc3nc2c1 (stereo not drawn) | 1
COC1C(CO)OC(n2cnc3c(=S)nc(N)[nH]c32)C1O (stereo not drawn) | -8
COc1ccc(-c2cnc(N)n2CC2CCCO2)cc1 (stereo not drawn) | 0
COc1ccc(C(=O)OCC(=O)N2CCOCC2)cc1S(=O)(=O)N1CCOCC1 | 2
CCOc1ccc(NC(=O)COC(=O)CSCC(=O)Nc2ccc(C)cc2C)cc1 | 4
O=C1c2ccccc2-c2ccc(P(=O)(O)O)cc21 | 8
COc1ccc(C(CC(=O)O)NC(=O)OC(C)(C)C)cc1 (stereo not drawn) | 0
Cc1ccc(NC(=O)c2cc(C)nn2-c2ccccc2)cc1 | -2
Cc1ccn2c(-c3csc(Nc4ccc(C(=O)O)cc4)n3)c(C)nc2c1 | -1
CCOc1cc(C2C3=C(CCCC3=O)Nc3nc(C(=O)OC)nn32)ccc1OC (stereo not drawn) | 0
COc1cccc(CN2CCN(C(=O)CCc3nnc(C4CCCCC4)o3)CC2=O)c1 | -3
O=C(Nc1ccccc1NC(=O)c1ccco1)c1ccccc1 | 2
CSCCC(NC(=O)c1ccc(Cl)cc1Cl)C(=O)NCC(c1cccs1)N(C)C (stereo not drawn) | -4
O=C1CSC(=S)N1c1cccc(Cl)c1 | 0
CCN1C(=O)[C@@H]2[C@H](C1=O)[C@@H]1C(=O)Nc3ccccc3C(=O)N1[C@@H]2c1ccc(Br)cc1 | -3
Cc1c(C(=O)NCc2ccc(C(F)(F)F)cc2)sc(=O)n1Cc1cccc(F)c1 | -1
Cc1cc(C)n(CC(=O)Nc2ccc3c(c2)OCO3)c(=O)c1C#N | 0
CCn1c(CCn2c3ccccc3c3ccccc32)n[nH]c1=S | -5
CCCC1CCC2(CC1)CCC2OC(=S)Nc1ccccc1OC (stereo not drawn) | 0
Cc1cccc(C2N(c3nccs3)C(=O)C3CCCN32)c1 (stereo not drawn) | 0
COc1cccc(NC(=O)Nc2c(-c3ccc(C(F)(F)F)cc3)nc3ncccn23)c1 | -3

Screens from PubChem BioAssay.
